SUMO1 PPI mod: modulators of SUMO1 protein-protein interactions, primary screen, biochemical, uHTS; Small ubiquitin-related modifier 1 (Homo sapiens), P63165; SUMO1 binding to a labelled peptide, TR-FRET, 1 h; inhibition, % at 20 µM; 360,000 tested, 0.33% active; AID 602429, 2012; in the data active means inhibition above about 37%
DNMT1 block: human DNMT1 methyltransferase inhibitors, primary screen, biochemical, molecular beacon, fluorescence, HinP1I cleavage, uHTS; DNA (cytosine-5)-methyltransferase 1 (Homo sapiens), P26358; inhibition (reported as % activation of signal), % at 10 µM; 360,000 tested, 0.83% active; in the data active means inhibition above about 50%
NRP1-CendR mod: modulators of CendR peptide binding to NRP-1, primary screen, biochemical, fluorescence polarization, uHTS; Neuropilin-1 (Homo sapiens), O14786; FAM-RPARPAR peptide binding to NRP-1; inhibition, % at 25 µM; 360,000 tested, 0.85% active;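 active means inhibition or corrected inhibition above about 18%, plus a signal ratio from 0.5 to 1.5, limit read from the data, passing the limit was not always enough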; further: strong numbers were not always called active
Target sequence (O14786 whole entry, looked up): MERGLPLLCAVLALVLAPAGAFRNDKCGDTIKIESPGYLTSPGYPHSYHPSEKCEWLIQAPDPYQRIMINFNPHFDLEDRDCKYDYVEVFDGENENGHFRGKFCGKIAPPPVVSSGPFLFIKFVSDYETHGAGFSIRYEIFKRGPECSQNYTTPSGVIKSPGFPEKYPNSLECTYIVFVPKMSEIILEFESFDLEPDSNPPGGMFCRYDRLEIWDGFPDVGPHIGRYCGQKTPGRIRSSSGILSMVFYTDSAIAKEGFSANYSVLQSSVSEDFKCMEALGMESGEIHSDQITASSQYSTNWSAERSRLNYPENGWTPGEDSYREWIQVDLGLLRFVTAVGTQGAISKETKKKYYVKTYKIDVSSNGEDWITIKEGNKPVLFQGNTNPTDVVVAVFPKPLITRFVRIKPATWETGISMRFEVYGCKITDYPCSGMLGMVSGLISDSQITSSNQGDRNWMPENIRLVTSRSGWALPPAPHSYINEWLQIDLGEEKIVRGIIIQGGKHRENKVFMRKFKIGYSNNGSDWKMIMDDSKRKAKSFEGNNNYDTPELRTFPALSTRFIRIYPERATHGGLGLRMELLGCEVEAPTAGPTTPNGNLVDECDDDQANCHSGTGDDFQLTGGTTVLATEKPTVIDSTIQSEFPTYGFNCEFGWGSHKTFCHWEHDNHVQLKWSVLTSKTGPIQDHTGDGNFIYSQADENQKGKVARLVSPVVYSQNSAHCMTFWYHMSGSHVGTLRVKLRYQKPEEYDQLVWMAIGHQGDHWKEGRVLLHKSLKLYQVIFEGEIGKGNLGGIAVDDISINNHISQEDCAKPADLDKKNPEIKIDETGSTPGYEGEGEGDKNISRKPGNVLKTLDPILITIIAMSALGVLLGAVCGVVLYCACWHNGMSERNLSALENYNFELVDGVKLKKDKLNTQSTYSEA
STEP inh: STEP phosphatase inhibitors, primary screen, biochemical, fluorescence intensity, uHTS. Tyrosine-protein phosphatase non-receptor type 5 (Homo sapiens), P54829. recombinant STEP, OMFP fluorogenic substrate. inhibition, % at 20 µM. 360,000 tested, 0.25% active;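 active means inhibition at 20 µM, scaled per plate between control wells, above about 37%, limit read from the data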;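 further: 0% = DMSO with enzyme and substrate and 100% = substrate only without enzyme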
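Test system: STEP tyrosine phosphatase / Reagent: OMFP at 25 µM / Doses: 20 µM, 1% DMSO / Read-out: percent inhibition scaled to no-enzyme and uninhibited-enzyme controls, plate-pattern corrected / Detection: FITC-channel fluorescence of OMFP product / Medium: Bis-Tris buffer pH 6.0, 2.5 mM DTT, 0.005% Tween 20 / Schedule: 20 min at room temperature, dark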
LMPTP inh: LMPTP phosphatase inhibitors, primary screen, biochemical, fluorescence intensity, uHTS | 360,000 tested, 0.22% active | Low molecular weight phosphotyrosine protein phosphatase (Homo sapiens), P24666 | AID 651560, 2012 | recombinant LMPTP-A, OMFP fluorogenic substrate | inhibition, % at 20 µM;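 active means compounds that cut the enzyme signal by at least half of the control window in the single-dose screen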;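 further: plate controls were DMSO wells with enzyme plus substrate for no effect and substrate without enzyme for full effect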
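Assay system: LMPTP-A, protein tyrosine phosphatase of low molecular weight / Medium: pH 6.0 Bis-Tris buffer with DTT and Triton X-100 / Schedule: 50 min enzyme reaction at room temperature, protected from light / Measured by: endpoint fluorescence intensity from OMFP dephosphorylation / Read-out basis: % inhibition relative to no-enzyme and uninhibited control wells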
NadD block: inhibitors of S. aureus NadD, primary screen, biochemical, colorimetric, uHTS; Nicotinate-nucleotide adenylyltransferase NadD (Staphylococcus aureus N315); purified NadD enzyme, colorimetric absorbance read-out; inhibition, % at 20 µM; 360,000 tested, 0.78% active; AID 602399, 2012; in the data active means inhibition above about 26%; further: some compounds past the cut are filed as inactive
Rpn11 block: Rpn11 (PSMD14) deubiquitinase inhibitors, primary screen, biochemical, fluorescence polarization, uHTS. 26S proteasome non-ATPase regulatory subunit 14 (Homo sapiens), O00487. human 26S proteasome, Ub4-pepOG fluorescence polarization; 20S core pre-blocked with epoxomicin. 360,000 tested, 0.59% active. AID 588493, 2011. calls only at 20 µM;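 active means inhibition at 20 µM, scaled to each plate's controls, above about 33%, limit read from the data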
MT1-MMP act inh: blockers of MT1-MMP proenzyme processing, primary screen, HT1080 RFP-PRO-GFP cells, GFP/RFP fluorescence; 360,000 tested, 0.061% active; AID 651647, 2012; GFP/RFP ratio change, % at 20 µM; Matrix metalloproteinase-14 (Homo sapiens), P50281; GFP/RFP ratio fluorescence, overnight; percent of plate control window, DMSO zero;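 active means GFP/RFP ratio change of at least 30% with cell ATP level not reduced by more than half and red fluorescence within 50% of control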; further: strong numbers were not always called active
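Assay system: HT1080 cells carrying an RFP-PRO-GFP reporter | Dosing: Single dose of 20 µM compound, 1% DMSO final | Incubation: Cells overnight before dosing, compound overnight, 37 °C, 5% CO2 | Evaluation: GFP/RFP fluorescence ratio | Control set: DMSO and RFP-L50D-GFP cell wells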
SKN-1 inh: suppressors of acrylamide-induced Pgst-4::GFP reporter in worms, primary screen, SKN-1 inhibitor project, whole organism, uHTS, GFP/RFP fluorescence ratio, strain VP596. C. elegans VP596 Pgst-4::GFP/RFP ratio, 24 h. inhibition, % at 21.8 µM. AID 624304, 2012. 360,000 tested, 0.49% active;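 active means interference check ratio from 0.5 to 1.5 plus GFP to RFP signal ratio inhibition reaching or exceeding a fixed threshold, cut at about 30% in these data, passing the limit was not always enough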; further: some compounds called inactive have numbers as strong as hits
Scp-1 inhibitor: Scp-1 phosphatase inhibitors, primary screen, biochemical, colorimetric, uHTS | AID 493091, 2011 | Carboxy-terminal domain RNA polymerase II polypeptide A small phosphatase 1 (Homo … | Recombinant Scp1, phosphopeptide, malachite green phosphate absorbance | inhibition, % at 20 µM | 340,000 tested, 0.88% active;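 active means inhibition above about 50% at 20 µM, limit read from the data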;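 further: plate controls were DMSO wells with enzyme for no effect and wells lacking enzyme for full effect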
Target sequence (Q9GZU7 76-261 limits assumed): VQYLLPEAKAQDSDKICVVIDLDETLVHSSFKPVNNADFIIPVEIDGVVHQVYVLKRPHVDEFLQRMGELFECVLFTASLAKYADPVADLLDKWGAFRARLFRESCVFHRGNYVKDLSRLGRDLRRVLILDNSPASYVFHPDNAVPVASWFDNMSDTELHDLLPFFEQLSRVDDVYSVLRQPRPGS
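Material – SCP-1 phosphatase catalytic domain, residues 76-261 · Buffer or medium – Acidic Tris acetate buffer with magnesium and detergent · Also added – Phospho 17-mer peptide substrate · Compound – single 20 µM dose, 1% DMSO · Times – 45 min room-temperature reaction, 5 min colour, 30 min stabiliser · Technique – Phosphate-binding colour reagent, absorbance read at 630 nm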
Active calls of the source: *; i = inactive; x = no result given.

SMILES	SUMO1 PPI mod	DNMT1 block	NRP1-CendR mod	STEP inh	LMPTP inh	NadD block	Rpn11 block	MT1-MMP act inh	SKN-1 inh	Scp-1 inhibitor
CC(=O)c1ccc(Nc2ccc(-c3ccccc3F)nn2)cc1	-4.6	-10.3	-10.0	-1.6	0.4	3.1	i	x	2.9	-6.5
COC(=O)c1ccc(COc2ccc(C=O)cc2OC)o1	-1.4	2.3	-1.5	2.0	0.8	-1.6	i	0.9	1.5	-4.9
CCc1nc2c(OCc3ccc(OC)cc3)cccn2c1N(C)C(=O)c1ccncc1	-4.3	-2.4	-10.1	-0.1	-0.7	3.8	i	-1.8	17.8	x
O=C(Oc1cccc(OC(=O)N2CCCCC2)c1)N1CCCCC1	-0.6	1.7	-0.9	0.7	-0.5	-6.0	i	-1.7	3.0	6.2
COc1ccccc1-c1cc(C(F)(F)F)nc(S(=O)(=O)CCCC(=O)NC(C)C)n1	-2.0	4.2	-9.0	-0.8	1.0	-0.6	i	7.8	-4.3	-7.6
Cc1ccc(Nc2cnn(C34CC5CC(CC(CC(=O)O)(C5)C3)C4)c(=O)c2Cl)cc1C	8.1	-0.8	7.8	-0.8	0.1	4.6	i	-3.2	5.1	1.7
Cc1cccc(N=C2NC(=O)/C(=C/C=C/c3ccco3)S2)c1	13.7	85.1*	-36.5	0.4	6.3	32.1*	i	-1.6	-3.0	15.3
CCCNC(=O)CN(c1ccc(F)cc1)S(=O)(=O)c1ccc2c(c1)OCCO2	-1.3	3.2	-3.6	-1.2	0.0	-2.5	i	4.7	7.3	-2.5
C[C@H]1COC(=O)[C@@H](Cc2ccc(F)cc2)CC/C=C/C[C@@H](CC(=O)N(CCO)Cc2ccccc2)C(=O)N1	0.9	4.3	1.8	1.7	0.0	-1.9	i	10.4	-10.0	-8.2
Cc1cccc(NC(=O)c2ccc3c(c2)OCCO3)c1C	2.1	2.6	13.6	0.2	-0.5	2.4	i	-2.6	-15.7	-0.8
Cc1c(C(=O)C(=O)N2c3ccccc3CC2C)c2ccccc2n1C (stereo not drawn)	1.5	0.6	-3.1	-0.1	0.3	-9.1	i	0.8	-12.0	-10.6
CCOC(=O)c1c(C)[nH]c(C)c1S(=O)(=O)Nc1ccc(CN2CCCCC2)cc1	1.8	0.3	3.1	-0.1	-0.8	-4.2	i	2.7	16.4	-4.7
c1ccc(Nc2nc(N3CCOCC3)nc(N3CCOCC3)n2)cc1	1.7	8.3	12.1	-8.6	0.0	-3.4	i	-9.2	-8.7	1.7
Cn1c(SCC(=O)Nc2nc3ccccc3s2)nnc1-c1ccccc1	-1.1	5.0	-5.2	-2.2	-0.3	-0.8	i	-7.9	17.3	5.2
O=C(Nc1ccc(Br)cc1)c1ccc(F)c(S(=O)(=O)N2CCN(c3ccccn3)CC2)c1	1.8	-5.4	-0.3	1.5	3.3	0.7	i	-5.1	1.1	6.2
CCCn1c(N)c(N2CCCCC2)c(=O)n(CC(=O)Nc2ccccc2)c1=O	-2.4	-4.0	7.8	-1.2	-2.2	-3.0	i	0.7	-2.1	-4.8
CCc1cccc(CC)c1NC(=O)CSc1nc2ccc(N3C(=O)C4C(C3=O)[C@H]3C=C[C@@H]4C3)cc2s1 (stereo partly drawn)	-4.1	-0.1	8.8	-1.0	-2.8	17.2	i	29.2	-4.8	18.9
CC(=O)Nc1ccc(S(=O)(=O)NNC2=NS(=O)(=O)c3ccccc32)cc1	2.2	4.2	4.6	-2.4	-2.3	-1.2	i	2.1	-0.9	0.7
CC1(C(=O)Nc2cccc3cccnc23)CCN1C(=O)CC1CC1 (stereo not drawn)	5.0	-7.7	13.8	-3.0	-1.6	-0.9	i	4.3	-9.6	x
C=CCn1cnc2c(nnn2-c2cc(C)cc(C)c2)c1=O	5.6	-0.7	-1.8	-0.5	-0.4	-0.2	i	4.4	10.3	-8.9

3 structures already listed, arranged by molecular weight, low to high.
SMILES	SUMO1 PPI mod	DNMT1 block	NRP1-CendR mod	STEP inh	LMPTP inh	NadD block	Rpn11 block	MT1-MMP act inh	SKN-1 inh	Scp-1 inhibitor
c1ccc(Nc2nc(N3CCOCC3)nc(N3CCOCC3)n2)cc1	1.7	8.3	12.1	-8.6	0.0	-3.4	i	-9.2	-8.7	1.7
CCc1nc2c(OCc3ccc(OC)cc3)cccn2c1N(C)C(=O)c1ccncc1	-4.3	-2.4	-10.1	-0.1	-0.7	3.8	i	-1.8	17.8	x
O=C(Nc1ccc(Br)cc1)c1ccc(F)c(S(=O)(=O)N2CCN(c3ccccn3)CC2)c1	1.8	-5.4	-0.3	1.5	3.3	0.7	i	-5.1	1.1	6.2

Remaining list, next part.
SMILES	SUMO1 PPI mod	DNMT1 block	NRP1-CendR mod	STEP inh	LMPTP inh	NadD block	Rpn11 block	MT1-MMP act inh	SKN-1 inh	Scp-1 inhibitor
CCCCCNC(=O)Cn1c(=O)c2c(ncn2CC(C)C)n(Cc2ccccc2)c1=O	9.2	1.0	2.9	0.4	-1.1	-2.9	i	-2.4	11.8	-5.3
COc1cccc(CNC(=O)c2cc3c(C)nc4ccccc4c3o2)c1	7.6	-1.5	0.4	-1.7	2.4	-8.1	i	-3.8	4.0	-6.5
Nc1c2c(nc3ccccc13)N(c1ccccc1)CC2	-21.9	-7.6	-1.0	3.1	4.5	-1.4	i	-0.2	11.0	-11.9
CC(=O)Oc1ccc(/C=c2\sc3ncnn3c2=O)cc1	0.3	-3.6	-7.6	0.0	-0.1	1.6	i	-3.6	9.5	-24.9
Cn1cc(Cl)c(C(=O)OCC(=O)Nc2ccccc2)n1	-4.3	0.8	3.2	-4.4	-1.5	0.0	i	1.6	-0.5	10.8
O=C(Nc1nnc(C2CCCO2)s1)c1ccc(Br)cc1 (stereo not drawn)	-2.8	-1.4	9.6	-1.0	-1.5	-4.9	i	4.7	0.9	-8.7
Cc1c(O)ccc2c(CN3CCN(C/C=C/c4ccccc4)CC3)cc(=O)oc12	-0.7	-0.2	3.0	-3.8	3.5	-1.2	i	-8.8	14.5	0.8
Cc1ccc(NS(=O)(=O)c2ccccc2F)cc1S(=O)(=O)N1CCCCCC1	2.6	-0.7	-7.7	-0.8	0.8	-5.6	i	-2.6	1.5	-5.7
CN(CC(=O)Nc1ccc(Cl)c(C(F)(F)F)c1)C(=O)c1cnccn1	1.8	0.8	0.6	-5.7	-0.2	-0.6	i	12.2	-19.5	-7.7
COc1ccc2cc(OC)c(C(=O)N3CCOCC3)cc2c1	1.9	1.4	8.6	1.6	-1.4	-0.6	i	5.9	-6.6	-3.1
CCN(CC)C(=O)c1ccc(N)cc1	-2.3	9.1	3.3	-1.2	1.1	-1.5	i	0.8	-5.6	-0.7
CCC1CCc2sc(C(=O)OCC(=O)N(CCOC)c3c(N)n(Cc4ccccc4)c(=O)[nH]c3=O)cc2C1 (stereo not drawn)	0.7	-2.8	-4.0	2.1	1.6	8.0	i	-5.9	13.0	-5.7
CC(=O)NCC(=O)OC(C)C(=O)Nc1ccc(C(C)=O)cc1 (stereo not drawn)	-2.9	4.9	0.5	0.3	0.0	-1.2	i	-0.3	-10.3	7.2
O=C1OCc2cc(NS(=O)(=O)c3cccs3)ccc21	1.0	-2.3	4.2	-1.2	-0.8	3.8	i	-0.8	6.2	-5.2
CCN1C(=O)CSc2ccc(C(=O)NCc3ccc(OC)cc3)cc21	-3.1	0.1	-5.0	-2.7	-0.5	-3.5	i	9.4	0.5	-2.8
COc1cc(CNCCc2ccccc2F)ccc1OCc1ccc(Cl)nc1	-4.5	-0.7	11.3	-7.0	-1.2	-9.7	i	4.7	0.8	-7.4
COc1cc(C=O)ccc1OCc1cccc(Br)c1	3.6	0.5	-2.4	-1.9	-0.8	-3.3	i	-1.0	5.1	-9.6
CC1(C)CC(NC(=O)c2cccc([N+](=O)[O-])c2)CC(C)(C)N1	-15.9	0.0	8.5	0.6	-3.4	-4.4	i	7.7	-20.6	4.5
CCOC(=O)CN(C(=O)COc1nc(C)cc(C)c1C#N)c1ccc(Cl)cc1	5.0	-0.5	8.5	-1.3	0.5	-1.7	i	-6.4	-10.6	-10.9
CCCn1c2ccccc2c2cnn(CC(=O)NC(C)CC)c(=O)c21 (stereo not drawn)	3.3	1.0	1.9	-0.4	0.4	-4.5	i	-2.7	13.4	-4.0
Cc1c(O)ccc2c(CN3CCN(Cc4ccccc4)CC3)cc(=O)oc12	-10.1	2.4	-1.6	-1.7	-2.0	-2.0	i	-1.4	25.9	2.2
COc1cc(/C=C2\SC(=O)N(CC(=O)Nc3cccc(C)c3)C2=O)ccc1OC(C)C(=O)O (stereo not drawn)	-17.2	-4.6	-9.4	0.4	0.4	-5.3	i	-2.5	13.1	-20.4
O=C(C1CC(=O)N(c2ccc3c(c2)OCCO3)C1)N1CCN(S(=O)(=O)c2ccccc2F)CC1 (stereo not drawn)	4.6	3.1	-4.8	-0.3	1.5	4.3	i	0.9	3.1	19.8
O=C(c1ccc(F)cc1)N1CCCC(C(=O)N2CCCCC2)C1 (stereo not drawn)	-0.5	0.1	5.8	-2.8	-0.4	-2.8	i	4.6	-15.1	-6.5
COc1cccc(C(=O)NCC(=O)OCC(=O)NC2CCCCC2)c1	0.2	4.1	-12.0	-1.5	-0.9	1.0	i	-0.2	1.9	8.0
Cn1c(=O)cc(SCC(=O)NCC2COc3ccccc3O2)c2ccccc21 (stereo not drawn)	-0.1	1.3	16.5	-1.9	0.2	0.5	i	2.0	-0.9	-7.2
CC(O)c1cccc(NC(=O)CCC(=O)O)c1 (stereo not drawn)	-5.7	-3.9	-6.2	0.3	-0.6	2.3	i	1.6	-1.9	-2.7
